# High-throughput results deposited in PubChem BioAssay by several laboratories.
# Candida biofilm: kills Candida albicans biofilms | C. albicans biofilm + clotrimazole, Alamar Blue | inhibition, % at 6 µM | 85,000 compounds, 0.14% hits | AID 834;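 active = inhibition above 20%; inactive = inhibition below 20%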;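 also: preformed 24 hr biofilms exposed to compound for 48 hr; 0% = biofilm without compound and 100% = blank killed by clotrimazole plus chlorhexidine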
# VCAM1 TNFa inh: reduces TNF alpha induced VCAM1 expression in HUVEC; inhibition, % at 2 µM; AID 802; HUVEC TNFa-induced VCAM-1 immunofluorescence, high-content imaging; 95,000 compounds, 0.48% hits;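 active = inhibition above the batch mean plus 3 SD, with images confirmed as a hit by eye, cut at about 37% in these data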;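 also: 0% = TNF-stimulated DMSO wells and 100% = unstimulated control wells; not every result past the cut was called active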
# sEH inh: soluble epoxide hydrolase (human) inhibition; P34913; recombinant human sEH enzymatic activity assay; inhibition, % at 2 µM; 91,000 compounds, 0.34% hits; AID 707; in the data active = inhibition above about 80%; also: values of inactives mirror those of a sister screen read the other way; many of its hits are not listed in these tables
# Target sequence (P34913 whole entry, looked up): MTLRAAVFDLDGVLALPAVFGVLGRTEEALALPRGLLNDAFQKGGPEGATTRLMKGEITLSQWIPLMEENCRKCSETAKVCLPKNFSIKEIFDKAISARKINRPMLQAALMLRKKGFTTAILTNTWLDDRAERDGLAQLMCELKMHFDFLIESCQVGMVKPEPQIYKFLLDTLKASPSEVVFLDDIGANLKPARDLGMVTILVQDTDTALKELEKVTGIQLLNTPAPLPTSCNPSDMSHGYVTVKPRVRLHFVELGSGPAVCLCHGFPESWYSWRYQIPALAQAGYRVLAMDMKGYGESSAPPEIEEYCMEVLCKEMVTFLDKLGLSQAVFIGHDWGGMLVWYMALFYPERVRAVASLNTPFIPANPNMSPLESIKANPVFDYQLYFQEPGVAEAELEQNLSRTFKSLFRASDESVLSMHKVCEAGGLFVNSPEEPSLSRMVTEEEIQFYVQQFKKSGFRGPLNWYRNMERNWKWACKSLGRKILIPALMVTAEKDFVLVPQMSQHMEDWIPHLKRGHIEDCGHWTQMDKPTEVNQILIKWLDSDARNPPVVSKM
# Smad3 inh: blocks human Smad3 binding to FoxH1 peptide. P84022. TR-FRET Smad3/Dy647-FoxH1 peptide binding, europium anti-His. inhibition, % at 25 µM. 88,000 compounds, 0.29% hits;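 active = compounds that reduce the energy-transfer binding signal between the protein and its labelled peptide by more than half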;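 also: 0% = Smad3 plus labelled peptide maximal FRET and 100% = peptide-only background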
# Target sequence (P84022 whole entry, looked up): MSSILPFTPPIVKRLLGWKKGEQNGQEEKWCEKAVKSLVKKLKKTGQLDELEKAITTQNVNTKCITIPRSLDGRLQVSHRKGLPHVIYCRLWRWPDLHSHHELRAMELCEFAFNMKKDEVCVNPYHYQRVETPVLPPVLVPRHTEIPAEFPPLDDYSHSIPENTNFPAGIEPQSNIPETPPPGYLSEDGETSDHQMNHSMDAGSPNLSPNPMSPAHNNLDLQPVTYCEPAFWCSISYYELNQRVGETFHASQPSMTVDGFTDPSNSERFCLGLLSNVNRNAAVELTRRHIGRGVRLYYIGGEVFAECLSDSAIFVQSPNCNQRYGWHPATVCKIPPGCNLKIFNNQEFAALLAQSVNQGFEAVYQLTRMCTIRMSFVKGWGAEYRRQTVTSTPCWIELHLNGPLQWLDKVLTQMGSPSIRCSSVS
# sEH activator: activators of human soluble epoxide hydrolase; purified human sEH enzymatic activity, activator screen; activation, % at 2 µM; 91,000 compounds, 0.04% hits; in the data active = activation above about 37%; also: values of inactives mirror those of a sister screen read the other way
# ERb coact inh: ER-beta (human) coactivator binding inhibition | TR-FRET ER-beta LBD / SRC1-Cy5 peptide binding; receptor agonist-loaded with 1 µM estradiol | 86,000 compounds, 1.3% hits | Q92731 | inhibition, % at 25.6 µM;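 active = compounds whose percent inhibition of the receptor-coactivator binding signal exceeds about 50% in the single-dose screen, limit read from the data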;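 also: 0% = receptor plus peptide wells without compound and 100% = peptide-only wells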
# HUVEC tox IL1B: HUVEC cytotoxicity counter-screen, IL-1B stimulated; AID 845; HUVEC cell count loss, Hoechst imaging; 94,000 compounds, 0.41% hits; cell count reduction, % at 2 µM;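 active = cell count reduction more than 3 SD above the screen-wide mean, cut at about 70% in these data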;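 also: normalized per plate to untreated control cells as the no-loss baseline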
# cytoskel mod: alters cytoskeleton assembly in HUVEC cells | HUVEC TNFa F-actin phalloidin imaging, high content | inhibition, % at 2 µM | 91,000 compounds, 0.18% hits | AID 836;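 active = inhibition above the batch mean plus 3 SD and confirmed as a hit by visual image inspection, cut at about 30% in these data, passing the limit was not always enough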; also: strong numbers were not always called active
# HUVEC tox TNFa: HUVEC cytotoxicity counter-screen, TNF alpha stimulated; HUVEC TNFalpha-stimulated, Hoechst cell count, imaging; cell count reduction, % at 2 µM; 93,000 compounds, 0.17% hits; AID 848;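 active = cell count reduction exceeding the screen mean by over 5 SD, scaled to untreated wells per plate, cut at about 78% in these data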;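 also: cells counted after 24 h of TNF alpha exposure following the 1 h pretreatment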
# An asterisk follows results filed as active; . = no result given; [ ] = dose if it differs, or a comment. A portion of the library; count on the stated rates, not on these rows.
Molecule	Candida biofilm	VCAM1 TNFa inh	sEH inh	Smad3 inh	sEH activator	ERb coact inh	HUVEC tox IL1B	cytoskel mod	HUVEC tox TNFa
O=C(C(NS(=O)(=O)c1cccs1)c1ccccc1)N1CCN(c2ccccc2)CC1 (stereo unspecified)	-6	4	20	-12	-22	-2[fluorescence artefact?]	-21	-40	-19
O=C(Nc1ccc2c(c1)CCC2)c1cc2ccccc2o1	.	2	-9	.	12	.	-26	2	-8
CCc1ccc(-n2nnnc2SCC(=O)NNC(=O)c2ccco2)cc1	.	-21	2	.	0	.	-2	-5	-4
CCOC(=O)c1[nH]c2c(c1C)C(=O)CC(c1ccc(OCC)c(OC)c1)C2 (stereo unspecified)	2	14	10	4	-8	4	6	20	-12
CC(=O)c1cccc(NC(=O)CN(C2CCCCC2)S(C)(=O)=O)c1	0	18	-2	5	2	-9	4	2	0
CC1OC(Nc2cccc3ccccc23)C(O)C(O)C1O (stereo unspecified)	3	-36	-6	9	7	-5	-68	-11	10
Cc1ccc(C(=O)O/N=C2\CCS(=O)(=O)c3sccc32)cc1	.	-42	-2	.	0	.	-84	-2	-34
Cc1ccccc1Nc1c([N+](=O)[O-])ccc2c1=NC1(CCCCC1)N=2	.	10	1	.	-2	.	-14	-39	-27
C=CC[N+](C)(C)C/C(Cl)=C(\Cl)c1ccccc1	2	11	-3	9	5	-5	-7	15	-18
C=CCNC(=O)C1CC(c2cccc(OC)c2)=NO1 (stereo unspecified)	2	4	-6	1	7	-6	22	15	-46
COc1cnc(SCc2ccc(Cl)c(Cl)c2)nc1Cl	.	-6	-5	.	7	.	-26	-34	1
COc1cccc(C(=O)Cn2c(NCCO)nc3ccccc32)c1	2	11	7	7	-7	-5	-1	-9	18
CCN1C(=O)c2ccccc2S(=O)c2ccc(C(=O)NC3CC3)cc21 (stereo unspecified)	20	13	-10	1	9	-13	-53	-2	-3
Cc1ccc(-c2[nH]nc(N)c2N=Nc2cccc(Cl)c2C)cc1	.	-6	-1	.	3	.	-4	6	1
CC1=CC(c2ccc(Cl)cc2)n2nc(NC(=O)c3ccccc3)nc2N1 (stereo unspecified)	-2	22	34	-5	-34	1	-32	-2	-30
O=c1ccc2cc3c([nH]c4ccc(Br)cc43)oc-2c1O	-2	.	-4	-7	10	74*[fluorescence artefact?]	-29	.	.
Cc1ccc(C(=O)COC(=O)c2cnccn2)cc1	1	17	0	-9	-2	-6	-19	10	-9
CCOC(=O)CSc1nc2ccccc2n1CC(=O)N1CCN(c2ccccc2)CC1	3	7	11	10	-12	1[fluorescence artefact?]	22	16	-8
O=C(Nc1ccccc1)N1CCC(C(=O)N2CCN(S(=O)(=O)c3cccc(F)c3)CC2)CC1	4	-15	14	0	-14	-8	0	3	0
COc1ccc(-c2nc3ccncc3[nH]2)cc1OC	6	-8	-17	-4	15	-7	-21	-8	-1
O=C(Nc1cn(-c2ccccc2)nc1-c1cccs1)c1ccco1	.	-6	11	-2	-11	-6	-12	27	2
CC1NC2(C(=O)N(Cc3ccccc3)c3ccccc32)C2C(=O)N(c3ccccc3)C(=O)C12 (stereo unspecified)	7	21	-3	9	2	-7	26	-10	7
CC(C)CNC(=O)C1CCCN(S(=O)(=O)c2ccc(-n3cnnn3)cc2)C1 (stereo unspecified)	0	3	-11	2	10	-2	-5	-11	4
Cc1ccc(N(Cc2ccccc2F)S(C)(=O)=O)cc1C	0	-9	-10	1	9	-6	-21	11	2
CCOC(=O)N1CC=C2C(C#N)=C(N)C(C#N)(C#N)[C@H](c3ccsc3)[C@H]2C1	3	-29	-1	9	1	-25	-6	26	-6
CC(=O)c1sc2nc(-c3cccs3)cc(C(F)(F)F)c2c1N	-8	19	1	-8	0	-17[fluorescence artefact?]	10	-2	-14
Cn1c(SCc2nnc(-c3ccc(F)cc3)o2)nnc1C1COc2ccccc2O1 (stereo unspecified)	4	0	.	-17	.	4	-4	6	-13
Cc1ccc(S(=O)(=O)NCC(=O)OCc2nnc(-c3ccccc3)o2)cc1C	-1	0	-8	8	9	0	-4	3	-11
Cc1cc(Cl)ccc1NC(=S)NCc1ccccc1	.	8	3	.	0	.	9	-7	3
COc1ccc(-c2cn3cccnc3n2)cc1NC(=O)c1ccc(Br)o1	.	-14	6	.	-6	.	0	-69	12

# Quoted at random: 2 entries already listed, in no set order.
Molecule	Candida biofilm	VCAM1 TNFa inh	sEH inh	Smad3 inh	sEH activator	ERb coact inh	HUVEC tox IL1B	cytoskel mod	HUVEC tox TNFa
COc1ccc(-c2cn3cccnc3n2)cc1NC(=O)c1ccc(Br)o1	.	-14	6	.	-6	.	0	-69	12
Cc1ccc(C(=O)O/N=C2\CCS(=O)(=O)c3sccc32)cc1	.	-42	-2	.	0	.	-84	-2	-34

# Continued.
Molecule	Candida biofilm	VCAM1 TNFa inh	sEH inh	Smad3 inh	sEH activator	ERb coact inh	HUVEC tox IL1B	cytoskel mod	HUVEC tox TNFa
Cc1cccc(C)c1NC(=O)C(NC=O)c1ccc(N(C)C)cc1 (stereo unspecified)	6	-17	-31	1	29	-7[fluorescence artefact?]	28	-8	-17
CC(C)n1nnnc1SCC(=O)c1ccc2c(c1)OCCO2	5	5	-8	9	6	-7	-7	0	-12
O=C(CSCc1cccc(Cl)c1)N1CCN(Cc2ccc3c(c2)OCO3)CC1	6	16	17	-3	-18	-5	-13	.	-10
O=C(CN1CCCC1)N1c2ccccc2Sc2ccccc21	10	7	.	3	.	8	-20	13	-8
CS(=O)(=O)c1cnc(-c2ccccc2)nc1Oc1ccc(F)cc1	.	-2	0	.	2	.	4	-4	5
CC1CCN(CCCNC(=O)C2CC(=O)N(C3CCCCCC3)C2)CC1 (stereo unspecified)	8	-14	2	1	-1	-13	-4	17	-16
S=c1[nH]nc(-c2ccco2)n1/N=C/C=C/c1ccccc1	.	-5	2	.	-2	.	4	-5	-36
CCOc1cc(N2CCOCC2)c(OCC)cc1NC(=O)CCC1CCCC1	3	-8	-7	-4	6	5	-7	-6	-6
COc1cccc(-c2cc(C(=O)N3C(C)CCCC3C)no2)c1 (stereo unspecified)	5	-26	0	18[fluorescence artefact?]	2	1	8	13	-26
O=C(c1ccccc1)c1ccc(OCC(O)CN2CCN(Cc3ccccc3)CC2)cc1 (stereo unspecified)	11	22	8	8	-6	-2	-3	-12	-6
COc1ccc(S(=O)(=O)Nc2ccc(Oc3ncccn3)c(Cl)c2)cc1	5	0	-30	-6	34	-11	-2	1	.
Cc1nnc(SCC(=O)Nc2nsc(-c3ccc(C(C)(C)C)cc3)n2)s1	5	9	.	-4	.	6[fluorescence artefact?]	10	1	-37
O=C(Nc1ccc(Cl)cc1Cl)C1CCC(=O)N1Cc1ccccc1Cl (stereo unspecified)	.	-4	5	.	-5	.	-16	5	-11
CCn1cc(C(=O)N2CCc3ccccc32)c(=O)c2cc(S(=O)(=O)N3CCCCCC3)ccc21	5	-11	-12	0	9	-8	-6	-1	-17
O=C(CN1CCN(Cc2ccccc2)CC1)Nc1cccc(C(F)(F)F)c1	.	0	-16	.	15	.	-3	5	-24
COCON1C(=O)CN(C(C)=O)C1c1ccc(Cl)cc1Cl (stereo unspecified)	7	-2	-1	9	0	-3[fluorescence artefact?]	3	3	-45
CCOc1ccc(N2C(=O)CC(n3ccc(C)n3)C2=O)cc1 (stereo unspecified)	5	1	7	4	-4	-8	-31	-1	-5
Cc1nc2cc(-n3ccc(=O)cc3)ccc2n1-c1ccccc1	8	-8	-4	13	5	-13	7	1	-2
CCCOc1cccc(C(=O)Nc2cccnc2)c1	6	12	10	0	-10	-2	-19	7	-18
CCOC(=O)c1ccc(NC(=S)NCC(O)c2ccccc2)cc1 (stereo unspecified)	.	-46	15	.	-13	.	1	18	.
Cn1c(=O)n(CCCOc2ccc(Cl)cc2)c2ccccc21	6	-6	9	-2	-6	4	4	4	-1
CCCOC(=O)CSC1=C(C#N)C(c2ccccc2OCC)C(C#N)C(=O)N1 (stereo unspecified)	6	-30	-6	4	7	1[fluorescence artefact?]	-38	-4	-29
CCn1c(SCC(=O)OC2CCCCC2)nc2ccccc2c1=O	2	0	8	1	-8	-3	-13	4	23
CC(=O)c1c(C)nc(C)nc1NC(=O)Cc1ccccc1	7	.	-2	-9	0	-5	-5	.	.
CSc1nc2cc3c(cc2n1C(=O)c1ccc(C)cc1)OCCO3	.	7	-10	.	11	.	-15	7	0
COc1ccc(C2C(C(=O)c3sc(C)nc3C)=C(O)C(=O)N2CCN(C)C)cc1 (stereo unspecified)	.	28	13	.	-10	.	0	-12	-11
CCS(=O)(=O)Nc1c(C(=O)OC)[nH]c2ccccc12	7	1	7	12	-8	3	-26	10	-10
Cc1cc(F)c(F)c(C(=O)N2CCOCC2)c1Cl	-3	25	7	-12	-6	3[fluorescence artefact?]	-14	6	-20
COC(=O)CSc1nnc(CNS(=O)(=O)c2ccc(C)cc2)n1C	11	2	-7	7	8	-2	7	-6	-4
Cc1ccc(NC(=O)c2cc(NC(=O)CCC(=O)O)ccc2N2CCCCC2)cc1	5	8	-1	-2	1	-2	92*	-4	-32

# (further entries)
Molecule	Candida biofilm	VCAM1 TNFa inh	sEH inh	Smad3 inh	sEH activator	ERb coact inh	HUVEC tox IL1B	cytoskel mod	HUVEC tox TNFa
CC1Cc2ccccc2N1C(=O)Cn1c(=O)oc2cc(S(=O)(=O)NC3CCCC3)ccc21 (stereo unspecified)	11	-8	9	3	-10	-4[fluorescence artefact?]	6	18	38
Cc1cccc(CCNS(=O)(=O)c2ccc3c(c2)oc(=O)n3C)c1	7	-111	.	5	.	0	4	-34	-30
COc1ccc(N/C(=N\c2nc(C)cc(C)n2)NC(=O)C(C)C)cc1OC	7	-3	.	7	.	0[fluorescence artefact?]	26	-27	-2
C=CCn1c2ccccc2c2nnc(SC(CC)C(=O)Nc3sc4c(c3C#N)CCCC4)nc21 (stereo unspecified)	.	-8	1	.	-2	.	8	-2	1
CCOC(=O)CN(C(=O)CSc1nnc(Cc2ccccc2)n1-c1ccc(C)cc1)c1ccccc1	4	2	-2	-5	0	-2	12	7	-10
Cc1cc(C(c2nnnn2Cc2ccccc2)N2CCOCC2)c(C)n1-c1ccc2c(c1)OCO2 (stereo unspecified)	5	9	5	0	-4	-3	-16	-18	-29
COC(=O)c1ccc(NC(=O)CSc2nnc(-c3ccccc3)n2C)cc1	2	16	-7	1	10	0[fluorescence artefact?]	22	-3	-8
CCn1nc(NC(=O)c2ccncc2)c2cc3cc(C)ccc3nc21	.	5	0	.	-2	.	-14	-6	-10
O=C1OC(Nc2ccc(F)cc2F)c2ccccc21 (stereo unspecified)	10	.	4	3	-3	-13	15	21	.
CCN(CC)C(=O)N1c2ccccc2C=Cc2ccccc21	2	0	4	7[fluorescence artefact?]	-6	15	-4	1	-15
CCOC(=O)c1ccc(CSc2n[nH]c(C)n2)o1	6	9	.	-4	.	0	-12	-17	-12
Cc1ccc(S(=O)(=O)/N=C2/NC(=O)/C(=C\c3ccco3)S2)cc1	.	6	2	.	-2	.	-21	17	-6
O=C(Oc1cncc(Cl)c1)c1ccco1	2	20	-3	-5	4	7	-6	6	-11
CCc1nccn1S(=O)(=O)c1ccc(OC)c(C)c1C	-4	-4	10	11	-13	5[fluorescence artefact?]	7	.	-11
CC(C)c1nc2sc3c(c2c(=O)o1)CCCC3	8	-37	-15	8	16	1	-17	-8	-21
CCCc1cc(=O)[nH]c(SCC(=O)Nc2c(C)cccc2C)n1	2	18	-3	11	7	-11	-8	-16	19
CCc1nc(SCC(=O)NCCc2ccccc2)n[nH]1	2	-18	-4	0	3	-1	3	-8	-19
COc1cc(/C=N/NC(=O)c2cccnc2)ccc1OS(=O)(=O)c1ccc(F)cc1	.	10	30	.	-30	.	24	-49	11
